Screening data (PubChem)
CIT2-GFP yeast – modulators of TOR pathway CIT2-GFP in S. cerevisiae; GFP response vs DMSO, % at 10 µM; S. cerevisiae CIT2-GFP strain, flow cytometry, 3 h; 100 means same as DMSO wells; 320,000 compounds, 0.065% hits; AID 2029;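 active = GFP response relative to DMSO above a set limit, near the screen mean plus 3 SD, cut at about 150% in these data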;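 also: ratio of well median GFP fluorescence to mean of DMSO wells on the plate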
CR mimetic SO – yeast age-related superoxide inhibition as caloric restriction mimetic; S. cerevisiae aged cells, superoxide DHE fluorescence; hits give low values; superoxide response (% of plate mean), % at 10 µM; 330,000 compounds, 0.18% hits; AID 2690;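 active = superoxide response under a set limit, about three screen SD below normal, cut at about 65% in these data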;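 also: yeast aged for seven days with compound at 30 °C before DHE staining; 100% = average MFI of all compound-treated wells on the plate with controls excluded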
AHR activator – human AHR activation. AHR-responsive luciferase reporter cells, luminescence. activation, % at 5 µM. 320,000 compounds, 2.5% hits. AID 2796; in the data active = activation above about 47%;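 also: 0% = vehicle wells and 100% = reference agonist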
Target sequence (P35869 whole entry, looked up): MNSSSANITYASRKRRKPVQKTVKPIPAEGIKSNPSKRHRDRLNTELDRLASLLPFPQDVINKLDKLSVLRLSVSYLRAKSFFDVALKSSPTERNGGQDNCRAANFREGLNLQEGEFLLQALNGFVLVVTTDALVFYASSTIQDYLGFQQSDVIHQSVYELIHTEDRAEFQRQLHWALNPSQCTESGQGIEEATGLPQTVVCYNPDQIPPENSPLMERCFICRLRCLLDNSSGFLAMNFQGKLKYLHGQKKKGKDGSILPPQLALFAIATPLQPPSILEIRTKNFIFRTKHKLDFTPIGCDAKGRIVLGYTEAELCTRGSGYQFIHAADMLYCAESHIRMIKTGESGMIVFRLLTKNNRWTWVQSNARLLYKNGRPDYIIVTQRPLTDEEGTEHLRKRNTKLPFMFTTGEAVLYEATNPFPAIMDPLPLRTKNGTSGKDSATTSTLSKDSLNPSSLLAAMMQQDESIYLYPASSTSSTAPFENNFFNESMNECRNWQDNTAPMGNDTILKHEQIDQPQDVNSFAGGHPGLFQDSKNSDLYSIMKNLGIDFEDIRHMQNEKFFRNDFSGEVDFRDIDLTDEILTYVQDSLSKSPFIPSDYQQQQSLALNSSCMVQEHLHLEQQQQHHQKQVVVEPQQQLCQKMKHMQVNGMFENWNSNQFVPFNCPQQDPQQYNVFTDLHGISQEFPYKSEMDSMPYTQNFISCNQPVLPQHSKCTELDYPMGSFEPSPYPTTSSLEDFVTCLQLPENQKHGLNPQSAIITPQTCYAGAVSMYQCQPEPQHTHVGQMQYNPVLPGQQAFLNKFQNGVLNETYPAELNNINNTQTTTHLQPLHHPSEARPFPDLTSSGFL
MEP2 TOR yeast – yeast TOR pathway MEP2-GFP modulation | 330,000 compounds, 0.51% hits | S. cerevisiae MEP2-GFP strain, flow cytometry GFP, 3 h; 100% = DMSO control level | GFP response vs DMSO, % at 10 µM | AID 2016;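 active = GFP response versus DMSO above a set limit, roughly screen mean plus 3 SD, cut at about 180% in these data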;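 also: median GFP fluorescence of the barcode-gated MEP2-GFP cells per well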
AGP1-GFP MLPCN – modulators of TOR pathway AGP1-GFP in S. cerevisiae. S. cerevisiae AGP1-GFP multiplex flow cytometry, 3 h; GFP as percent of DMSO wells. GFP response vs DMSO, % at 10 µM. 320,000 compounds, 0.02% hits;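 active = GFP response relative to DMSO above a set limit, near screen average plus 3 SD, cut at about 150% in these data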;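 also: median GFP channel fluorescence of the gated AGP1 strain per well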
RPL19A-GFP yeast – modulators of TOR pathway RPL19A-GFP in S. cerevisiae | S. cerevisiae RPL19A-GFP strain, flow cytometry, 3 h; hits give low values | percent response vs DMSO, % at 10 µM | 330,000 compounds, 0.3% hits | AID 2025;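 active = percent response vs DMSO below 50%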;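 also: median channel GFP fluorescence of the barcoded RPL19A-GFP strain; ratio of sample median GFP to plate DMSO average so 100% = DMSO; lower means less RPL19A-GFP as with rapamycin TOR inhibition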
Efflux pump inh – blocks antifungal efflux pumps in multiplex yeast assay | AID 485275 | S. cerevisiae Candida pump triplex, Nile Red efflux | inhibition, % at 10 µM | 330,000 compounds, 0.44% hits;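 active = plate passing quality check with inhibition over a set limit, or well fluorescence over plate mean plus 4 SD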;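 also: Nile Red retained in pooled yeast measured as flow cytometry median fluorescence; 0% = buffer negative control and 100% = Enniatin B positive control; higher means more Nile Red kept so more efflux inhibition; some compounds called inactive have numbers as strong as hits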
LAP4-GFP MLPCN – modulators of TOR pathway LAP4-GFP in S. cerevisiae; S. cerevisiae LAP4-GFP multiplex, flow cytometry GFP, 3 h; median GFP as percent of DMSO wells; GFP response vs DMSO, % at 10 µM; 320,000 compounds, 0.34% hits;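 active = GFP response vs DMSO above a set limit, about the screen mean plus 3 SD, cut at about 150% in these data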
Active calls of the source: *; nt = no result given.

SMILES	CIT2-GFP yeast	CR mimetic SO	AHR activator	MEP2 TOR yeast	AGP1-GFP MLPCN	RPL19A-GFP yeast	Efflux pump inh	LAP4-GFP MLPCN
COc1ccc(O[C@H]2C=C[C@@H](c3ccccc3)O[C@@H]2COC(=O)CC/C(C)=N/OC[C@@H](O)[C@H]2O[C@@H]3OC(C)(C)O[C@@H]3[C@H]2O)cc1	107	96	0	93	90	104	0.0	127
CC(=O)c1c(OCC(=O)N(C)C2CCCCC2)ccc2c(C)cc(=O)oc12	90	99	4	92	99	91	-0.1	102
Cc1ccsc1C1Nc2ccccc2-c2nc3ccccc3n21 (stereo not drawn)	94	113	82*	105	102	102	0.1	93
CN(C1CCCC1)C1CCN(C(=O)CNC(=O)/C=C/c2ccc(F)cc2)CC1	104	133	0	96	98	104	-0.1	91
Cc1cc(C)cc(N(C(=O)c2csnn2)C(C(=O)NC(C)(C)C)c2cccnc2)c1 (stereo not drawn)	110	101	-1	105	92	115	0.2	114
CC1CCCC(C)N1C(=O)c1cccc2c1-c1ccccc1/C2=N/O (stereo not drawn)	98	116	1	96	97	95	-0.1	93
O=C(Nc1ccc(Cl)c(S(=O)(=O)N2CCOCC2)c1)c1cc(=O)[nH]c2ccccc12	97	140	7	110	109	101	0.0	108
Fc1ccc(-c2nc3ccccn3c2NCc2ccc3c(c2)OCO3)cc1	91	97	33	94	99	91	-0.1	104
CCC(CC)C(=O)Nc1ccc(Sc2ccc([N+](=O)[O-])cc2)cc1	100	101	0	100	94	96	0.0	99
O=C(c1ccccc1NS(=O)(=O)c1ccccc1)N1CCCCCC1	99	99	-1	92	96	96	0.0	88
CCSc1nnc(NC(=O)CSC2=NN3CCCC(=O)N=C3S2)s1	110	109	0	112	107	105	0.0	105
N#Cc1ccc(Oc2cnccn2)cc1	100	92	1	104	100	105	-0.3	97
Cc1cc2ncn(CC(O)COC3CCCCC3)c2cc1C (stereo not drawn)	100	116	4	103	102	100	0.2	96
Cc1cc(/C=N/n2cnnc2)c(C)n1-c1ccc(Cl)cc1	97	113	2	104	101	101	0.0	101
O=C(Nc1ccc([N+](=O)[O-])cc1)c1nc[nH]c1C(=O)NC1CCCCC1	108	116	6	105	99	107	-0.7	94
Cc1ccc(C)c(Cn2c(=O)n(-c3ccc(CC(=O)NCc4ccco4)cc3)c(=O)c3sccc32)c1	109	101	-2	106	104	103	0.1	107
COC(=O)c1cccc(NC(=O)CN2C(=O)c3ccccc3C2=O)c1	105	106	1	109	95	110	-0.2	91
COc1ccc(C(=O)CSc2[nH]c(=O)cc(C(F)(F)F)c2C#N)cc1	98	128	6	102	95	98	0.1	97
COc1ccc(NC(=O)COc2coc(CN3CCCc4ccccc43)cc2=O)cc1	101	116	3	104	93	86	-0.1	96
CCNC(=S)NNC(=O)CSc1nc2ccccc2[nH]1	93	87	15	104	93	99	0.1	101
CC(CCc1ccccc1)NC(=O)COC(=O)c1ccccc1O (stereo not drawn)	88	100	3	98	99	95	0.0	109
COc1cccc(/C=N/NC(=O)Cn2ccnc2C)c1	104	92	23	114	101	103	0.1	98
CCCCn1c(N)c(N(CCOC)C(=O)C2CCN(S(=O)(=O)c3ccc(F)cc3)CC2)c(=O)[nH]c1=O	91	96	0	92	92	89	0.0	96
COc1cc2[nH]c(=O)n(Cc3ccccc3Cl)c(=O)c2cc1OC	109	102	10	101	107	102	0.0	100
Cc1c(C(=O)NC(C(C)C)C(C)C)cccc1[N+](=O)[O-]	96	85	-1	107	108	92	-0.2	123
COCc1c(C(=O)NCC2COc3ccccc3O2)oc2ccccc12 (stereo not drawn)	101	132	8	102	104	105	-0.1	104
CCCNS(=O)(=O)c1ccc(N2CCCC2=O)c([N+](=O)[O-])c1	106	103	3	105	101	106	0.0	97
Cc1cccc(Nc2nnc(SCC(=O)NC3CCCc4ccccc43)s2)c1C (stereo not drawn)	107	93	4	119	116	109	-1.2	111
CC1=C(C(=O)OCc2ccc3c(c2)OCO3)C(c2ccc(F)cc2)NC(=O)N1 (stereo not drawn)	94	95	-1	104	96	90	-0.1	87
Cc1ccccc1NC(=O)C1Cc2ccccc2C(=O)O1 (stereo not drawn)	98	108	-21	103	103	103	0.3	107
COc1ccc(N=c2oc3ccc(OC)cc3cc2-c2nc3ccccc3[nH]2)cc1	89	85	24	107	96	96	-0.1	103
O=C(NCc1ccccc1Cl)c1ccc2c(=O)n(CC3CCCO3)c(=S)[nH]c2c1 (stereo not drawn)	92	90	1	101	89	92	-0.3	81
COc1ccc(NC(=O)CC23CC4CC(CC(Br)(C4)C2)C3)c(OC)c1	101	106	3	103	89	95	0.1	89
COc1ccc(CCNC(=O)c2ccncc2)cc1OC	91	91	12	100	100	95	0.1	97
Cc1c(Cc2ccccc2)c(=O)oc2c(C)c(OCC(=O)NCC3CCC(C(=O)O)CC3)ccc12 (stereo not drawn)	94	74	0	88	96	97	0.5	96
COc1ccc(-c2cc(C(=O)O)c3ccccc3n2)c(OC)c1	106	107	14	101	102	99	-0.1	98
CC(=O)Nc1cccc(OCC(=O)NC(C)c2ccc3ccccc3c2)c1 (stereo not drawn)	106	95	12	106	101	106	-0.2	89
CCOC(OCC)c1ccc(/C=C\c2nccc(N)n2)cc1	96	96	3	106	98	106	-0.1	94
COC(=O)[C@@H]1C[C@@]2(O)[C@@H](O)[C@@H](O)[C@@H](O)C[C@H]2N1CC1CCCCC1	104	110	2	100	102	99	0.0	94
COc1ccc(Cl)cc1S(=O)(=O)NC(C)C(=O)NCc1ccncc1 (stereo not drawn)	107	91	2	111	100	103	-0.1	91
COc1ccc(CN2C(=O)/C(=C/c3ccncc3)SC2=S)cc1	89	94	-2	80	83	109	-1.8	86
CCOC(=O)CC(=O)CSc1nnc2c(n1)[nH]c1ccccc12	99	111	34	101	104	106	-0.1	104
Cc1nn(C)c(C)c1NC(=O)CC12CC3CC(CC(C3)C1)C2	101	202	-2	107	101	102	0.2	99
CCn1c(CSc2ncccn2)nnc1SCC(=O)N1CCCCC1	93	80	1	65	83	96	0.0	107
O=C(Cc1n[nH]c(=O)[nH]c1=O)N/N=C/CCc1ccccc1	103	105	4	99	104	98	-0.2	102
O=C(NCC1CCCO1)c1cccc(Br)c1 (stereo not drawn)	99	86	4	95	96	98	-0.1	99
CC1CCC(NC(=O)COC(=O)C2CC3CCCC(C2)C3=O)CC1 (stereo not drawn)	91	91	-1	96	98	89	0.0	102
CCN(CC)C1CCN(C(=O)CCc2nnc(CCc3ccccc3)o2)C1 (stereo not drawn)	104	110	2	109	64	102	-0.1	100

A draw from above in order of SMILES length, largest number first:
SMILES	CIT2-GFP yeast	CR mimetic SO	AHR activator	MEP2 TOR yeast	AGP1-GFP MLPCN	RPL19A-GFP yeast	Efflux pump inh	LAP4-GFP MLPCN
COC(=O)[C@@H]1C[C@@]2(O)[C@@H](O)[C@@H](O)[C@@H](O)C[C@H]2N1CC1CCCCC1	104	110	2	100	102	99	0.0	94
Cc1c(Cc2ccccc2)c(=O)oc2c(C)c(OCC(=O)NCC3CCC(C(=O)O)CC3)ccc12 (stereo not drawn)	94	74	0	88	96	97	0.5	96
O=C(NCc1ccccc1Cl)c1ccc2c(=O)n(CC3CCCO3)c(=S)[nH]c2c1 (stereo not drawn)	92	90	1	101	89	92	-0.3	81
COc1ccc(NC(=O)CC23CC4CC(CC(Br)(C4)C2)C3)c(OC)c1	101	106	3	103	89	95	0.1	89
COc1ccc(Cl)cc1S(=O)(=O)NC(C)C(=O)NCc1ccncc1 (stereo not drawn)	107	91	2	111	100	103	-0.1	91
CCN(CC)C1CCN(C(=O)CCc2nnc(CCc3ccccc3)o2)C1 (stereo not drawn)	104	110	2	109	64	102	-0.1	100
Cc1nn(C)c(C)c1NC(=O)CC12CC3CC(CC(C3)C1)C2	101	202	-2	107	101	102	0.2	99
COc1ccc(CN2C(=O)/C(=C/c3ccncc3)SC2=S)cc1	89	94	-2	80	83	109	-1.8	86
COc1ccc(-c2cc(C(=O)O)c3ccccc3n2)c(OC)c1	106	107	14	101	102	99	-0.1	98
CCn1c(CSc2ncccn2)nnc1SCC(=O)N1CCCCC1	93	80	1	65	83	96	0.0	107
CCOC(OCC)c1ccc(/C=C\c2nccc(N)n2)cc1	96	96	3	106	98	106	-0.1	94
COc1ccc(CCNC(=O)c2ccncc2)cc1OC	91	91	12	100	100	95	0.1	97
O=C(NCC1CCCO1)c1cccc(Br)c1 (stereo not drawn)	99	86	4	95	96	98	-0.1	99

Remaining list, next part.
SMILES	CIT2-GFP yeast	CR mimetic SO	AHR activator	MEP2 TOR yeast	AGP1-GFP MLPCN	RPL19A-GFP yeast	Efflux pump inh	LAP4-GFP MLPCN
O=C(CCn1c(=O)sc2ccccc21)Nc1nccs1	103	86	7	99	nt	98	0.1	100
Cc1ccc(C2CCN(C(=O)Nc3ccccc3)C2)cc1 (stereo not drawn)	99	96	-6	102	97	101	-0.1	101
Cc1ccccc1N/C(SCc1ccc(Cl)cc1)=C(/C#N)C(N)=O	95	107	4	99	101	99	-0.3	95
O=C(Nc1ccccc1Cl)Nn1cnnc1	79	94	nt	95	86	114	-0.1	76
Cc1cc(SCC(=O)NN=C2CCN(C(C)C)CC2)c(C)cc1Br	94	100	1	103	96	101	-0.1	87
CCCCn1ccnc1C(=O)c1ccc(S(=O)(=O)N2CCCC2)cc1	103	94	5	100	94	104	0.0	106
Cn1nc([N+](=O)[O-])c(C(C#N)c2nc3ccccc3n2C)c(Cl)c1=O (stereo not drawn)	84	110	74*	100	114	101	0.7	104
Cc1cccc(NC(=O)c2ccc([N+](=O)[O-])o2)c1	90	103	1	91	95	95	0.0	151*
CCOc1ccc(NC(=O)CCNC(=O)C2CCN(S(=O)(=O)c3ccccc3)CC2)cc1	106	127	0	109	114	110	-0.1	112
Nc1nnc(CSc2ccc(Cl)cc2)s1	102	121	1	95	94	99	0.2	101
O=C(O)CC12CC3CC(C1)CC(n1ncc(NCc4ccc5c(c4)OCO5)c(Cl)c1=O)(C3)C2	97	90	0	98	97	90	-0.1	96
COc1ccc(NCc2ccccc2[N+](=O)[O-])cc1OC	102	107	3	103	103	104	-0.2	94

Whole records as entered above:
O=C(O)CC12CC3CC(C1)CC(n1ncc(NCc4ccc5c(c4)OCO5)c(Cl)c1=O)(C3)C2 across the screens: CIT2-GFP yeast: 97; CR mimetic SO: 90; AHR activator: 0; MEP2 TOR yeast: 98; AGP1-GFP MLPCN: 97; RPL19A-GFP yeast: 90; Efflux pump inh: -0.1; LAP4-GFP MLPCN: 96
Cc1ccc(C2CCN(C(=O)Nc3ccccc3)C2)cc1 (stereo not drawn) across the screens: CIT2-GFP yeast: 99; CR mimetic SO: 96; AHR activator: -6; MEP2 TOR yeast: 102; AGP1-GFP MLPCN: 97; RPL19A-GFP yeast: 101; Efflux pump inh: -0.1; LAP4-GFP MLPCN: 101

(listing goes on)
SMILES	CIT2-GFP yeast	CR mimetic SO	AHR activator	MEP2 TOR yeast	AGP1-GFP MLPCN	RPL19A-GFP yeast	Efflux pump inh	LAP4-GFP MLPCN
O=C(Nc1ccc(F)cc1)c1ccc2c(c1)S(=O)(=O)N=C1CCCCCN12	85	93	5	93	85	92	0.1	88
O=C1/C(=C/c2ccccc2)CCC1C1CCCC1 (stereo not drawn)	107	99	1	90	99	105	0.0	85
O=C(CC1CCCCC1)c1c(O)c2ccccc2oc1=O	99	112	2	96	100	105	0.0	110
C=CCNC(=O)C(=O)N/N=C/c1ccco1	103	92	7	96	100	104	23*	96
O=C(CCc1ccccc1)Nc1ccc(NC(=O)C2CC2)nc1	113	89	-3	117	104	102	-0.1	103
COc1ccccc1NC(=O)c1c(N=Cc2c(O)ccc3ccccc23)cnn1C	93	116	32	103	101	100	0.4*	96
CC(C)N1C(=O)CCN(C=O)c2ccccc21	103	82	7	112	101	106	0.0	106
